# Anthrax LF inh2: Bacillus anthracis LF protease inhibitors, primary screen, biochemical, multiplex microsphere, MLPCN library; Lethal factor (Bacillus anthracis), P15917; multiplex microsphere protease cleavage assay; AID 588501, 2011; hit rate 0.12% among 360,000; inhibition, % at 10 µM; in the data active means inhibition above about 30%; further: plate controls were buffer without enzyme for full effect and enzyme alone for no effect
# Target sequence (P15917 whole entry, looked up): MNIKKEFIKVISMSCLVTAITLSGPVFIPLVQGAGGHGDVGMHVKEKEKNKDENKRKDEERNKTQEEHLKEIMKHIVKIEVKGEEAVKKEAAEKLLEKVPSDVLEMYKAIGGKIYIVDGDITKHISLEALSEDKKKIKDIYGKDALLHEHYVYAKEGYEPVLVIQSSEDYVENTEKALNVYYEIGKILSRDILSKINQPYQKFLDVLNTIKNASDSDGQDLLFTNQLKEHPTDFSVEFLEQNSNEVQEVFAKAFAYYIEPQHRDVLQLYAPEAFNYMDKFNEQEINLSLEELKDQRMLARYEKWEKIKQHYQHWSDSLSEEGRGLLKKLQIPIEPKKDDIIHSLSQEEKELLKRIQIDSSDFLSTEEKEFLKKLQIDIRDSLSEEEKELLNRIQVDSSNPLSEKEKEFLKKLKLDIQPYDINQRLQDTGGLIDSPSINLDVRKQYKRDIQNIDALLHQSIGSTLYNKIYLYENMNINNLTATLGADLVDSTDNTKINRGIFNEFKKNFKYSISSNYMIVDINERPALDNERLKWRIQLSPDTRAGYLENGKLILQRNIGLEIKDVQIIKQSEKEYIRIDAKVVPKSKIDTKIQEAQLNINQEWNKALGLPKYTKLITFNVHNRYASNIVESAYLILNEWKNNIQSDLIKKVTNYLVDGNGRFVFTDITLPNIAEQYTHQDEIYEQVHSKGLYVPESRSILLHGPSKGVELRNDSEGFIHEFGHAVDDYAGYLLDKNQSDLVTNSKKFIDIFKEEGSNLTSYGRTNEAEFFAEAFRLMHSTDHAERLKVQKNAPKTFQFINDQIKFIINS
# TcdB GH inh: TcdB glycohydrolase inhibitors, primary screen, biochemical, single point, plate reader | TcdB glycohydrolase enzymatic assay | inhibition, % at 9.99 µM | hit rate 0.24% among 350,000; in the data active means inhibition above about 10%
# MazEF act: activators of E. coli MazEF toxin-antitoxin RNase, primary screen, biochemical, fluorescence, uHTS; hit rate 0.32% among 350,000; activation, % at 20 µM; FAM/BHQ RNA-DNA oligo cleavage fluorescence, 5 h; AID 504720, 2011; in the data active means activation above about 50%
# Vc quorum ag: inducers of Vibrio cholerae quorum light production without autoinducers, primary screen, BH1578 luxS cqsA deficient, single point. V. cholerae BH1578 lux reporter, luminescence, 6 h. activation, % at 18.7 µM. hit rate 0.16% among 350,000. AID 588436, 2011; in the data active means activation mostly above about 9.7%, no sharp cut-off; further: not every result past the cut was called active; inactives centre near 0; reference of the scale not given here
# PfHsp40 rescue: rescue of yeast from PfHsp40 toxicity, primary screen, S. cerevisiae, ATP luminescence. S. cerevisiae expressing PfHsp40, growth rescue. growth rescue, % at 12.5 µM. hit rate 0.68% among 340,000. AID 504582, 2011; in the data active means growth rescue above about 28%, passing the limit was not always enough;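 further: yeast W303a lacking pdr1 and pdr3 grown in galactose medium; growth measured after three days at 30 °C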
# PriA SSB inh: inhibitors of Klebsiella pneumoniae PriA binding to SSB C-terminal tail, primary screen, biochemical, AlphaScreen; hit rate 0.6% among 430,000; inhibition, % at 33 µM; AlphaScreen SSBct-PriA binding, biotinylated peptide; in the data active means inhibition mostly above about 37%, no sharp cut-off; inactive means mostly below about 20%;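 further: plate controls were negative control peptide for no effect and reference peptide for full effect; strong numbers were not always called active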
# Rv3671c inh: Rv3671c serine protease inhibitors, primary screen, biochemical, fluorescence polarization, M. tuberculosis H37Rv; inhibition, % at 5.96 µM; hit rate 0.048% among 320,000; AID 2606, 2010; in the data active means inhibition above about 38%;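 further: extracellular domain of Rv3671c used as enzyme; 0% = enzyme with DMSO and 100% = no enzyme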
# DUSP3 inh: VHR1 phosphatase inhibitors, primary screen, biochemical, absorbance, uHTS; AID 1654, 2009; hit rate 0.52% among 290,000; Dual specificity protein phosphatase 3 (Homo sapiens), P51452; inhibition, % at 13.3 µM; recombinant VHR phosphatase, pNPP absorbance; in the data active means inhibition above about 50%; further: some compounds called inactive have numbers as strong as hits
# Target sequence (P51452 whole entry, looked up): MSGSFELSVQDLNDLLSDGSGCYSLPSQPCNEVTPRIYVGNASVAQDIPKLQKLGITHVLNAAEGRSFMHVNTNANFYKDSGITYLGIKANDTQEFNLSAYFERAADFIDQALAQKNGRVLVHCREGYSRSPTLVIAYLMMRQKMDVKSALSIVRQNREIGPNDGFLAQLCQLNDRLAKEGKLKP
# Yp Topo-I inh: Yersinia pestis topoisomerase I inhibitors, primary screen, biochemical, cleavage product accumulation, plate reader, single point. DNA topoisomerase I (Yersinia pestis CO92). Y. pestis Topo-I cleavage product accumulation. activity, % at 10 µM. hit rate 0.064% among 360,000; in the data active means activity above about 50%, passing the limit was not always enough; further: inactives centre near 2
# SARS 3CLpro inh: SARS-CoV 3CLpro protease inhibitors, primary screen, biochemical, quenched FRET | recombinant SARS-CoV 3CLpro, quenched FRET peptide cleavage | Replicase polyprotein 1ab (Severe acute respiratory syndrome coronavirus), P0C6X7 | inhibition, % at 6 µM | hit rate 0.14% among 290,000 | AID 1706, 2009; in the data active means inhibition above about 12%
# * = called active by the depositor; i = inactive; . = not tested or not shown; & = joins results of further samples. Not all compounds are listed; the hit share may differ from the screen's.
# The opening five compounds, to show the layout:
SMILES,Anthrax LF inh2,TcdB GH inh,MazEF act,Vc quorum ag,PfHsp40 rescue,PriA SSB inh,Rv3671c inh,DUSP3 inh,Yp Topo-I inh,SARS 3CLpro inh
CC1CCCCN1c1ncnc2ccccc12 (stereo not given),-4,.,-5,-7.1,-1.3,-12,3,19,7,-3
NC(=O)CC(NC(=O)Cc1ccc(Br)cc1)c1ccc(N2CCC(N3CCCC3)CC2)c([N+](=O)[O-])c1 (stereo not given),-10,0.7,9,i,-0.7,4,7,1,-14,-3
O=C(NCc1nc2ccccc2[nH]1)C1=C[C@@H](C2CCCCC2)C[C@@H](OCCCCO)O1,-2,1.6&-1.4,4,-0.4,-0.6,-17,0,-13,-6,.
COC(=O)N/N=C/c1cc(C)n(-c2ccccc2)c1C,-4,-1.6,-2,-2.7,0.0,.,2,-2,-3,0
Nc1cc(N2CCCCC2)c(Cl)cc1[N+](=O)[O-],-12,.,5,-2.8,-1.1,12,-1,-4,-3,1

# This part in full (from the top)
SMILES,Anthrax LF inh2,TcdB GH inh,MazEF act,Vc quorum ag,PfHsp40 rescue,PriA SSB inh,Rv3671c inh,DUSP3 inh,Yp Topo-I inh,SARS 3CLpro inh
CC1CCCCN1c1ncnc2ccccc12 (stereo not given),-4,.,-5,-7.1,-1.3,-12,3,19,7,-3
NC(=O)CC(NC(=O)Cc1ccc(Br)cc1)c1ccc(N2CCC(N3CCCC3)CC2)c([N+](=O)[O-])c1 (stereo not given),-10,0.7,9,i,-0.7,4,7,1,-14,-3
O=C(NCc1nc2ccccc2[nH]1)C1=C[C@@H](C2CCCCC2)C[C@@H](OCCCCO)O1,-2,1.6&-1.4,4,-0.4,-0.6,-17,0,-13,-6,.
COC(=O)N/N=C/c1cc(C)n(-c2ccccc2)c1C,-4,-1.6,-2,-2.7,0.0,.,2,-2,-3,0
Nc1cc(N2CCCCC2)c(Cl)cc1[N+](=O)[O-],-12,.,5,-2.8,-1.1,12,-1,-4,-3,1
COc1ccccc1NC(=O)CCC(=O)N/N=C(/C)c1ccc(C)cc1,-3,0.2,2,-0.1,0.8,.,1,-10,1,3
COc1ccc(C(=O)c2oc3ccccc3c2N)cc1,-2,.,5,-2.0,0.4,-19,-2,-2,5,5
O=C(Nc1ccc(C(=O)NCCCN2CCCCC2)cc1)C1=CSCCO1,0,2.5,12,i,-0.3,-12,0,57*,-4,-1
Cn1c(=O)c(C(=O)NCc2ccc(F)cc2)c(O)c2ccccc21,4,0.4,17,-0.7,-0.8,-15,4,-4,-15,0
CCCC(c1nnnn1Cc1ccc(OC)cc1)N1CCN(C(=O)c2ccco2)CC1 (stereo not given),10,1.6,2,-0.3,0.2,-2,7,12,12,-3
S=C1NC2=C(CCCC2=C2SCCCS2)C(c2ccccc2)N1 (stereo not given),2,-3.2,-1,0.0,-1.1,-13,-19,10,-9,4
Nc1nnc(CCN2C(=O)CSC2=O)s1,0,.,-8,i,-0.9,-15,-4,20,7,1
N#C/C(=C\c1ccccc1)c1ccccn1,-7,-0.7,-12,-0.3,-1.7,-4,-4,-18,2,-1
N#Cc1c(-c2cccs2)cc(C2CC2)nc1SCC(N)=O,-4,.,2,-1.7,0.1,-14,-2,10,5,0
O=C(c1ccc(S(=O)(=O)N2CCOCC2)cc1)N(c1ccccn1)C1CCCCC1,-8,0.6,4,-0.5,-0.5,-4,-6,21,4,6
COc1ccccc1CCn1cc(C#N)c(=O)[nH]c1=O,.,0.4,2,i,.,1,7,25,1,-5
Cc1nc(Nc2ccncc2)c2oc3ccccc3c2n1,0,-0.3,5,-0.6,0.4,3,-4,33,-2,1
COc1ccc(/C=N/N2CCN(c3ccncc3S(=O)(=O)N3CCCCC3)CC2)cc1,-3,.,-3,0.1,-0.3,.,-4,9,-4,0
CSc1ccc(C#N)cc1NC(=O)c1ccc(Cl)nc1,3,0.6,2,-1.4,-0.3,2,-3,-2,8,0
CC(C)NCCCOc1ccc(C(C)(C)c2ccccc2)cc1,1,.,12,-1.3,-0.2,-2,10,-13,1,-6
COC(=O)C1=C(C)NC(=O)NC1c1ccc(OC)c(OC)c1 (stereo not given),2,-0.5,-5,-0.9,.,.,.,.,8,.
OC(c1ccc(F)cc1)c1nc(-c2csc3ccccc23)cs1 (stereo not given),1,-1.2,.,-0.1,.,.,.,.,4,.
O=C(O)CCC1(c2ccccc2)NC(=O)NC1=O (stereo not given),-3,0.6,5,i,1.0,-4,2,20,4,4
COCCn1nnnc1C(c1ccc(C(F)(F)F)cc1)N1CCOCC1 (stereo not given),-4,.,5,3.2,-1.0,2,6,17,-9,4
COc1ccccc1CNS(=O)(=O)CCNCCc1ccccc1,-2,0.5,-2,-2.2,-0.3,-30,.,.,8,.
Cc1c(Cl)c([N+](=O)[O-])nn1CCCC(=O)Nc1cc(Oc2ccccc2)cc([N+](=O)[O-])c1,-3,-1.2,8,-0.5,0.4,6,-2,26,-6,-2
COc1nc(NCCO)nc(Nc2ccc([N+](=O)[O-])cc2)n1,0,.,4,-0.5,-2.2,0,4,-13,-7,-3
COc1cccc(Cn2c(NCc3ccco3)nc3c2c(=O)n(C)c(=O)n3C)c1,.,.,7,.,.,10,0,16,.,-1
O=C(/C=C/c1ccccc1)NC(=S)Nc1ccc(N2CCOCC2)c(Cl)c1,-4,0.8,6,-0.8,-1.9,-7,-1,17,0,3
Cc1cccc(C)c1NS(=O)(=O)c1ccc(F)cc1,-1,.,3,-0.3,0.4,-36,-6,11,-2,-4

# Six compounds from above, reduced to Yp Topo-I inh, TcdB GH inh and DUSP3 inh:
Compound	Yp Topo-I inh	TcdB GH inh	DUSP3 inh
COc1ccccc1CCn1cc(C#N)c(=O)[nH]c1=O	1	0.4	25
Cc1nc(Nc2ccncc2)c2oc3ccccc3c2n1	-2	-0.3	33
COc1ccc(/C=N/N2CCN(c3ccncc3S(=O)(=O)N3CCCCC3)CC2)cc1	-4	.	9
CSc1ccc(C#N)cc1NC(=O)c1ccc(Cl)nc1	8	0.6	-2
CC(C)NCCCOc1ccc(C(C)(C)c2ccccc2)cc1	1	.	-13
COC(=O)C1=C(C)NC(=O)NC1c1ccc(OC)c(OC)c1 (stereo not given)	8	-0.5	.

# The list continues:
SMILES,Anthrax LF inh2,TcdB GH inh,MazEF act,Vc quorum ag,PfHsp40 rescue,PriA SSB inh,Rv3671c inh,DUSP3 inh,Yp Topo-I inh,SARS 3CLpro inh
COC1OC(COCc2ccccc2)C(N)C(OCc2ccccc2)C1OCc1ccccc1 (stereo not given),-4,1.1,3,-1.3,-1.1,-6,.,.,11,.
COc1cc(-c2nc(CN3CCN(C(=O)c4ccco4)CC3)c(C)o2)ccc1F,-3,1.7,4,i,-1.7,6,-2,18,23,1
COc1cc(C(c2c(C)n(C)n(-c3ccccc3)c2=O)c2c(C)n(C)n(-c3ccccc3)c2=O)cc(Br)c1O,-4,0.3,9,-1.3,0.8,3,7,31,3,4
Cc1ccc(Cn2nnnc2CN2CCC(O)(c3cccnc3)CC2)cc1,0,1.3,14,-0.7,-1.5,5,0,9,5,4
COc1ccc(CCNC(=O)CSc2nnnn2-c2ccccc2)cc1,2,.,3,.,-0.3,-16,16,17,1,-4
O=C(N/N=C/c1cccc(Br)c1)c1ccc(Br)cc1,-6,4.1,-31,-1.6,0.5,.,-18,15,10,1
Nc1cc(=O)nc(SCc2ccccc2)n1Cc1ccco1,-4,.,-1,-0.5,-0.7,-3,-1,5,0,-2
CN(CC(=O)Nc1ccc(Cl)c(C(F)(F)F)c1)C(=O)Cc1cccs1,-12,-0.8,4,0.7,0.7,-4,-2,-14,5,4
CCOc1ccc(NC(=O)CNC(=O)c2ccc(OC)c(OC)c2)cc1,2,.,14,i,-0.7,-7,-3,7,-6,-2
S=c1[nH]ccn1-c1cccc(Cl)c1,0,0.0,5,2.7,-0.3,-7,4,-4,-2,1
COc1ccc(CN2CCC(n3nccc3NC(=O)C3CC3)CC2)c(Cl)c1OC,-3,0.8,-12,.,-0.3,-3,1,14,-6,4
O=C(C[C@@H]1C[C@H]2c3cc(NC(=O)C4CCC4)ccc3O[C@H]2[C@@H](CO)O1)NCc1ccc(-c2ccccc2)cc1,-8,0.7,-1,0.9,.,.,.,.,-1,.
COc1cccc(-c2nc(CC(=O)O)cs2)c1OC,-8,.,0,i,-0.5,-11,1,31,7,3
CC(C)c1ccc(NCCC(=O)c2ccc(Br)cc2)cc1,0,.,-1,i,-0.5,-1,3,9,-7,4
CC(C(=O)NC(C)(C)C)N(Cc1cccs1)C(=O)CCN1CCc2ccccc21 (stereo not given),0,-28,-7,-0.3,-0.1,18,-4,25,20,4
COC(=O)[C@@]1(Cc2ccc(F)cc2)[C@H]2c3cc(C(=O)N(C)C)n(Cc4ccccn4)c3C[C@H]2CN1C(=O)c1ccccc1,.,0.2,7,.,.,12,-16,5,.,4
Cc1ccc(C(=O)N2CCN(S(=O)(=O)c3ccccc3[N+](=O)[O-])C2)cc1,-2,0.4,-1,i,0.2,9,2,8,-2,1
CCC(=NCCC1=CCCCC1)c1c(O)[nH]c(=O)[nH]c1=O,-1,.,6,0.7,-0.8,-4,-1,22,19,3
CSc1ncc(C(=O)Nc2ccc(Cl)cc2)c(C)n1,-4,1.3,-5,i,-0.3,0,-2,5,-3,-3
CCSc1ccc(-c2ccc(C)cc2)nn1,-1,6.3,0,-1.6,-1.3,-10,.,12,2,1
CCCNC(=O)c1ccccc1NC(=O)CN(c1ccccc1OCC)S(C)(=O)=O,2,.,1,-0.3,-1.5,2,-1,-15,2,3
NC(=O)C1CC(=O)N(Cc2ccc3c(c2)OCO3)C(=Nc2ccccc2)S1 (stereo not given),-5,1.1,2,-0.4,0.4,3,1,2,-3,3
Cc1cccc(N2CC3=C(C2=O)C(c2ccccc2)NC(=O)N3C)c1 (stereo not given),-4,.,-1,-0.1,1.5,2,-9,7,-2,2
CC1(C)CC(=O)C2=C(C1)OC(N)=C(C#N)C21C(=O)N(CN2CCOCC2)c2ccccc21 (stereo not given),1,.,3,0.0,-0.9,-6,-1,-2,-4,0
Cc1ccc([N+](=O)[O-])cc1NC(=O)CN1CCC(C)CC1,-8,.,10,0.7,0.0,-10,-1,3,-4,1
CC(=O)Nc1cccc(NC(=O)COc2ccccc2C)c1,0,0.7,-3,i,-0.2,-2,3,8,-5,-1
CCOc1ccc(NC(=O)CN2CCN(C(=O)c3ccco3)CC2)cc1S(=O)(=O)N1CCCC1,0,0.7,3,i,-1.4,-6,-4,.,13,.
